Ba/F3 V617F tox: loss of viability in JAK2V617F-driven Ba/F3 cells. Ba/F3 EpoR-JAK2V617F viability, ATP luminescence. inhibition, % at 5.6 µM. hit rate 1.1% among 220,000. AID 1446;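 active = inhibition above the campaign mean plus 3 SD over all tested compounds, cut at about 24% in these data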;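 also: cytokine-independent growth of Ba/F3 cells driven by EpoR plus mutant JAK2; 0% = DMSO-treated cells and 100% = JAK inhibitor I control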
NPY-Y2 PAM-ag: potentiators or agonists of human neuropeptide Y receptor Y2; AID 1359; P49146; activation, % at 3.6 µM; cells expressing NPY-Y2, potentiator/agonist read-out; hit rate 0.45% among 220,000; in the data active = activation above about 27%;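 also: cells stimulated with NPY near EC25 plus isoproterenol at EC100; 0% = vehicle plus submaximal agonist and 100% = vehicle plus saturating agonist; some results beyond the cut were filed as inactive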
CHOP inh: CHOP inhibition in unfolded protein response; CHO-K1 CHOP-promoter luciferase, tunicamycin-induced, 15-18 h; inhibition, % at 10 µM; hit rate 3.8% among 220,000; AID 2732;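 active = compounds that reduced the stress-induced luciferase reporter signal by more than about 70% of percent inhibition, limit read from the data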;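 also: 0% = tunicamycin plus vehicle and 100% = wells without tunicamycin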
NPY Y1 blocker: blocks the human neuropeptide Y Y1 receptor. P25929. HEK293-CNG Y1 cells, membrane potential fluorescence; NPY at EC95, then isoproterenol. inhibition, % at 3.6 µM. hit rate 1% among 200,000;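 active = inhibition above the campaign mean inhibition of all tested compounds plus 3 SD, cut at about 20% in these data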;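 also: 0% = DMSO wells given NPY plus isoproterenol and 100% = isoproterenol alone without NPY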
Target sequence (P25929 whole entry, looked up): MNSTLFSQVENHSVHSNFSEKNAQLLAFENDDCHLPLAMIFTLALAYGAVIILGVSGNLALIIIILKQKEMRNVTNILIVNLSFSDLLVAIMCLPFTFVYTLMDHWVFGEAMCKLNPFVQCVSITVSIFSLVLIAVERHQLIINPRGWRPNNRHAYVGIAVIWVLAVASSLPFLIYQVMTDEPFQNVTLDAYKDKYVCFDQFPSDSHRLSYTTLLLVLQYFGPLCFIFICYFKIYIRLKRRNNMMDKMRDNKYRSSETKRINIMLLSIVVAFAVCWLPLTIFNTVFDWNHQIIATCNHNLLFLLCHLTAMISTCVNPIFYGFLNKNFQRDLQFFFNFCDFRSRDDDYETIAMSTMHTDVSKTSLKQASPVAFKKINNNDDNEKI
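System: HEK293 cells with Y1 receptor plus CNG channel / Probe or stimulus: NPY 25 nM then isoproterenol 1 µM plus Ro 20-1724 25 µM / Compound: one concentration, 3.6 µM, in 0.4% DMSO / Schedule: compound incubation 1 h at room temperature, readout 45 min post-stimulation / Measured by: membrane potential fluorescence / Read-out: % inhibition of NPY effect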
S1P4 antag: human S1P4 receptor antagonism. AID 1510. inhibition, % at 4.98 µM. S1P4-expressing cells, antagonist mode, reporter read-out. hit rate 0.26% among 220,000; in the data active = inhibition above about 29%;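 also: 0% = wells stimulated with agonist and 100% = vehicle wells without agonist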
Target sequence (O95977 whole entry, looked up): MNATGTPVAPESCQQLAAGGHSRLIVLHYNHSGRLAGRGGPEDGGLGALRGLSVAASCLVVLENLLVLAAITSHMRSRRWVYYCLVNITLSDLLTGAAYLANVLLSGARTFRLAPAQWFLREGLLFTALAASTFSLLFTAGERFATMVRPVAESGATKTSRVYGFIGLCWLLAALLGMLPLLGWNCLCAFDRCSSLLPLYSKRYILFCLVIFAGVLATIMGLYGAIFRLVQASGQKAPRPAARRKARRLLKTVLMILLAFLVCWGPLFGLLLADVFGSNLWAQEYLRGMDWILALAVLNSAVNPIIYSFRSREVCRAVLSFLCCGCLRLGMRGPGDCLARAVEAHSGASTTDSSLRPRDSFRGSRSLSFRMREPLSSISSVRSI
S1P4 ag: agonists of human S1P4 receptor | O95977 | S1P4-expressing cell line, agonist reporter assay | activation, % at 4.98 µM | hit rate 0.35% among 220,000 | AID 1509; in the data active = activation above about 11%;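 also: 0% = DMSO vehicle and 100% = reference agonist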
p47phox inh: blocks human p47phox regulatory protein of NADPH oxidases | p47phox/p22phox peptide binding, fluorescence polarization, 2 h | inhibition, % at 24.7 µM | P14598 | hit rate 0.53% among 220,000 | AID 1274;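 active = inhibition above about 30%, limit read from the data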;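 also: 0% = p47phox with labelled peptide and 100% = labelled peptide alone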
NPY1 pot ag: potentiates or activates human NPY-Y1 receptor | P25929 | NPY-Y1 expressing cells, potentiator/agonist activation | activation, % at 3.6 µM | hit rate 0.37% among 220,000 | AID 1304; in the data active = activation above about 33%, passing the limit was not always enough;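 also: cells stimulated with NPY at EC10 then isoproterenol at EC100; 0% = low agonist plus stimulus and 100% = saturating agonist plus stimulus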
BaF3 parental: parental Ba/F3 viability inhibition as JAK2V617F counter-screen. CellTiter-Glo ATP luminescence. inhibition, % at 5.6 µM. hit rate 1.1% among 220,000. AID 1486;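 active = inhibition above a per-campaign cutoff, the mean inhibition of all tested compounds plus 3 SD, cut at about 27% in these data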;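 also: 0% = DMSO wells and 100% = JAK Inhibitor I control wells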
Starred values were filed as active, the others as inactive; · = no result given.

SMILES	Ba/F3 V617F tox	NPY-Y2 PAM-ag	CHOP inh	NPY Y1 blocker	S1P4 antag	S1P4 ag	p47phox inh	NPY1 pot ag	BaF3 parental
CC1(C)Cc2c(sc3c2c(=O)n(-c2ccc(Cl)cc2)c(=O)n3CC(N)=O)CO1	2.4	-11.5	-4.7	·	7.2	0.3	9.9	17.1	1.5
NNC(=O)c1sc2cc(C(F)(F)F)cnc2c1-c1cccs1	-3.1	-10.1	2.9	10.1	2.7	-0.3	-8.8	-2.9	2.3
O=C(NC1CCCc2ccccc21)c1n[nH]c(=O)c2ccccc12 (centres undefined)	23.8*	-29.5	24.3	0.3	-11.8	1.2	-7.8	-20.4	-6.6
CCOC(=O)N1CCC(NC(=O)c2cnn3ccccc23)CC1	-4.4	2.7	20.0	0.5	-5.1	1.1	-10.2	9.9	3.4
COc1cc(CNCCc2c[nH]c3ccccc23)ccc1OCc1ccc(F)cc1	1.8	-11.2	88.0*	-0.4	-20.2	-4.9	-9.1	2.8	7.6
CCOC(=O)C1(Cc2ccc(OC)cc2)CCN(C(=O)Cn2cnnn2)CC1	-3.1	5.8	9.4	5.9	1.1	0.9	5.9	7.8	1.2
CC(=O)Nc1ccc(/C(C)=N/NC(=O)c2ccncc2)cc1	0.6	2.2	7.0	3.0	1.4	-0.4	-1.5	-3.0	5.3
CSc1cccc(NC(=S)N(CCCN2CCCC2)Cc2cccs2)c1	0.7	-12.9	33.7	7.9	-14.6	0.1	9.8	-11.9	5.0
COc1ccccc1NS(=O)(=O)c1ccc(NC(=O)Cc2cccs2)cc1	-3.5	-2.8	23.2	-3.5	-14.5	1.1	-31.1	-8.0	-1.0
N#Cc1ccccc1NC(=O)C1SC(=Nc2ccccc2)C(C(=O)Nc2ccc(Cl)cc2)=C1N (centres undefined)	1.6	23.5	100.4*	-10.6	-13.4	0.8	-50.2	26.5	7.2
Cc1ccc(N/C(SCc2ccccc2C)=C(/C#N)C(=O)NCc2ccco2)cc1C	2.4	-28.4	14.0	10.4	-13.8	-0.8	-11.4	-7.9	5.1
CN(Cc1ccccc1)C(=O)Nc1ccccc1	-3.6	2.2	-5.8	3.2	-1.8	-0.9	-1.4	-4.5	0.3
COc1cccc2c(=O)n(CC(=O)Nc3ccccc3F)ccc12	-3.1	1.1	35.1	0.3	1.0	0.8	-4.9	1.5	4.4
Cc1ccc(C(=O)N2CCCC2)cc1S(=O)(=O)Nc1cccc(C)c1C	-0.3	9.2	-9.1	9.1	-24.5	2.2	-12.3	10.4	5.2
CCOC(=O)C1CCN(C(=O)c2oc3ccc(S(=O)(=O)N4CCCCCC4)cc3c2C)CC1	2.9	-7.5	32.1	3.6	-12.8	-0.3	-9.1	21.9	-2.0
COC(=O)c1ccc(N2CN=C(c3ccc(C)cc3)NC2=S)cc1	-2.7	-1.8	-2.0	4.6	-6.3	-3.1	-1.7	-7.5	4.0
CC(=O)Nc1cccc(-c2csc(Nc3ccc(Cl)cn3)n2)c1	0.7	19.8	16.3	-12.3	-7.5	0.1	-21.0	33.0	3.2
COc1ccc(Br)cc1CNc1ccc2[nH]c(=O)[nH]c2c1	2.1	-2.0	11.3	-4.2	0.1	-0.8	-4.5	-8.2	10.0
CCOC(=O)C(C)Sc1nnc(CSc2nc3nc(C)cc(C)n3n2)o1 (centres undefined)	-2.1	-7.0	-5.6	-0.1	-12.7	0.1	2.7	1.1	0.8
O=C(Nc1cccc(C(F)(F)F)c1)Oc1ccc(Cl)c2cccnc12	-4.8	21.1	48.4	·	17.8	-1.6	-17.8	9.8	1.7
Cc1cccc(N2CCN(C(c3ccncc3)c3nnnn3C(C)(C)C)CC2)c1C (centres undefined)	4.5	-0.8	46.0	11.6	-14.6	0.5	-1.7	-4.3	11.7
CC(C)(C)c1cc(NC(=O)c2cc(F)c(F)c(F)c2F)no1	-5.4	7.9	40.1	-2.2	-4.5	0.8	-10.1	2.6	2.9
CCN(CC)c1ccc(/C=N/NC(=S)NCc2ccco2)cc1	-3.2	-1.4	-7.5	5.2	0.8	1.8	-10.8	-1.4	-2.1
c1ccc(Oc2nc3ccccc3n3cccc23)cc1	-3.7	-3.3	70.5*	2.9	12.7	-2.8	-2.9	-15.5	1.4
CCCN(C(=O)c1ccco1)c1nnc(-c2cccc(C)c2)s1	1.7	-2.6	44.6	5.2	5.2	0.9	-2.5	21.5	7.3

Going on with the list.
SMILES	Ba/F3 V617F tox	NPY-Y2 PAM-ag	CHOP inh	NPY Y1 blocker	S1P4 antag	S1P4 ag	p47phox inh	NPY1 pot ag	BaF3 parental
COc1ccccc1/C=N/NC(=O)c1ccc(Br)cc1	5.2	-18.0	-3.0	-2.5	5.5	-0.7	-8.5	-8.6	6.1
CC1CN(CCOc2ccccc2-c2ccccc2)CC(C)O1 (centres undefined)	0.1	3.3	27.2	6.7	-20.6	2.1	0.4	9.6	4.8
Cc1ccc(-c2nnc(CCC(=O)NCc3csc(C)n3)o2)s1	0.1	-1.3	-8.8	·	9.4	0.6	-2.5	5.8	1.6
Cc1nn(Cc2ccccc2Cl)c(Cl)c1/C=C/C(=O)OCC(=O)NC(N)=O	-0.5	-1.6	24.8	1.5	12.3	2.5	-9.4	-21.6	0.3
CCOc1ccc(NS(=O)(=O)c2ccc3[nH]cc(C(=O)NCCOC)c(=O)c3c2)cc1	-1.0	0.4	26.0	-0.2	8.5	1.1	-6.4	2.1	1.3
CCOC(=O)c1cnc2c([N+](=O)[O-])cnn2c1C	-2.5	6.1	-5.1	4.9	1.0	-0.2	-92.0	16.3	-0.9
CCOC(=O)c1c(NC(=O)c2cccc(N3C(=O)CCC3=O)c2)sc(C)c1C	-4.0	9.9	25.4	-3.6	-2.6	1.7	4.4	-1.2	-0.4
COc1cc(NC(=O)c2n[nH]c(=O)c3ccccc23)cc(OC)c1	-0.7	-7.2	17.0	·	-11.9	0.5	-16.2	20.3	-10.7
CN(C)CCP(=O)(c1ccccc1)c1ccccc1	-1.0	5.9	5.8	-4.2	14.6	-0.7	-4.9	12.4	1.5
CN1CCN(c2ccc(NC(=O)c3ccc(C#N)cc3F)cc2Cl)CC1	-1.3	-2.2	26.0	4.5	-9.8	0.4	·	12.2	2.3
CC1CCC(C(C)C)C(OCC(O)CNC(C)(C)C)C1 (centres undefined)	3.1	99.4*	62.9	-6.3	9.8	-1.0	-10.2	105.8*	7.5
CNc1csc(C)c(C)c1=O	-3.8	0.1	2.5	-6.6	-30.7	-0.2	-1.9	12.6	-0.5
CCOC(=O)C(NC(=O)c1ccccc1)(Nc1nnc(C)s1)C(F)(F)F (centres undefined)	-3.1	0.3	0.2	-2.5	-9.6	0.4	-11.8	5.8	0.4
Cc1ccc(S(=O)(=O)Nc2ccc3c(c2)CCC3)cc1C	4.8	-0.8	28.1	-0.4	-2.4	2.0	-7.0	5.4	7.3
COC(=O)c1cc(C#N)c(NCc2ccccc2)nc1C	-2.8	-9.2	33.1	6.1	-12.4	-1.5	-29.6	-14.5	-3.1
CC1CCCCC1NC(=O)c1ccc(S(=O)(=O)NCC2CCCO2)cc1 (centres undefined)	0.7	-7.4	-3.0	-2.9	7.7	0.4	-1.1	-1.9	7.9
N#CCCN(Cc1cccnc1)C(=S)NC1CC2C=CC1C2 (centres undefined)	-3.0	-0.1	15.5	·	-2.0	0.4	-4.6	10.9	-0.6
CCOc1nc(C)ccc1-c1noc(-c2ccncc2)n1	2.1	-3.4	3.5	0.7	-18.7	0.3	-5.3	-2.0	6.3
Cc1ccc(OCC(=O)O/N=C(\N)Cc2ccc(Cl)cc2)cc1	3.8	-21.4	76.9*	22.2*	-13.8	-0.3	-2.9	-56.0	4.9
N#Cc1cnc(N)c(Br)c1	-0.6	0.1	-1.5	1.6	-20.4	0.1	-11.8	3.0	3.2
COc1cccc(CN2CCNC(=O)C2CC(=O)N(C)Cc2cnccn2)c1OC (centres undefined)	-4.3	-17.4	-3.9	5.6	3.9	-0.6	2.4	2.0	2.1
CCC(=O)N1CCCc2cc(S(=O)(=O)N3CCC(N4CCCCC4)CC3)ccc21	-3.4	17.0	24.2	-2.9	-2.2	-1.0	-9.4	-1.5	-4.3
CCCCCC(=O)Nc1cccc(-c2nc3ncccc3o2)c1	2.3	13.6	22.7	-6.2	3.8	-0.5	-6.1	-5.9	5.9
O=C1CC(c2cccc(Cl)c2)C(n2cncn2)C(=O)C1C1NCCc2ccccc21 (centres undefined)	-0.9	-1.1	8.5	1.1	-3.4	0.8	18.8	-2.6	7.3
CCOC(=O)N1CCN(C(=O)c2cn(C)c(=O)c3c2c2ccccc2n3C)CC1	3.5	-12.6	-6.9	3.8	5.2	0.9	-7.6	4.8	5.5

The last two records of the section before lead into the next:
SMILES	Ba/F3 V617F tox	NPY-Y2 PAM-ag	CHOP inh	NPY Y1 blocker	S1P4 antag	S1P4 ag	p47phox inh	NPY1 pot ag	BaF3 parental
O=C1CC(c2cccc(Cl)c2)C(n2cncn2)C(=O)C1C1NCCc2ccccc21 (centres undefined)	-0.9	-1.1	8.5	1.1	-3.4	0.8	18.8	-2.6	7.3
CCOC(=O)N1CCN(C(=O)c2cn(C)c(=O)c3c2c2ccccc2n3C)CC1	3.5	-12.6	-6.9	3.8	5.2	0.9	-7.6	4.8	5.5
O=C(CCNS(=O)(=O)c1cccs1)NCc1ccccc1	-3.4	-4.7	19.5	1.1	-1.1	-2.4	8.5	16.6	0.6
CCOCCCn1c(=O)c(NC(=O)c2ccc(OCC)cc2)c2n(c1=S)CCCCC2	-1.3	4.6	-26.8	15.9	-3.6	1.4	-4.7	-22.6	1.3
CCOc1ccc(OC(=O)NC(c2ccccc2)C(Cl)(Cl)Cl)cc1 (centres undefined)	-2.8	-3.8	-13.8	17.3	-10.3	1.2	-4.2	2.5	1.8
CCOC(=O)Cc1csc(SCC(=O)NC(C)C23CC4CC(CC(C4)C2)C3)n1 (centres undefined)	0.1	7.8	22.4	2.1	-17.1	-0.9	-14.4	16.9	4.8
Cc1onc(-c2c(Cl)cccc2Cl)c1C(=O)NNc1ccccc1	-3.1	-4.2	7.2	·	6.0	-0.9	-5.0	32.4	3.0
O=C(Nc1cc(C(F)(F)F)ccc1F)C1CCCCC1	-3.5	-11.4	39.6	-3.5	-2.2	2.0	-13.4	4.9	5.0
O=C(CCCCl)NC(=S)Nc1cc(C(F)(F)F)ccc1N1CCOCC1	-3.6	24.4	81.3*	9.0	-3.3	0.8	-3.4	-25.2	5.3
Cc1ccc2nc(C)cc(C(=O)OCC(=O)c3ccc(Cl)c([N+](=O)[O-])c3)c2c1	-1.8	0.5	30.2	3.5	0.2	2.0	-42.8	-33.3	0.7
Cc1c(C=O)c(=O)n(-c2ccccc2)n1-c1ccccc1	-4.7	5.6	-4.8	-2.2	-5.2	-1.7	0.8	5.5	0.7
Cc1ccc(/C=C2/SC(=S)N(CCC(=O)N3CCN(C)CC3)C2=O)cc1	-1.1	2.0	62.9	3.6	-16.0	-1.6	-3.0	7.7	9.4
Cc1nn(C(=O)c2cccc([N+](=O)[O-])c2)c(C)c1Sc1ccccc1	3.1	-14.3	51.5	1.7	-7.7	0.4	-12.6	-7.6	0.1
c1ccc(-n2nc3ccccc3n2)cc1	-2.5	-2.4	-22.7	-3.5	-19.6	6.4	0.8	1.6	2.8
COC(=O)c1sc(NC(=S)NC(=O)c2ccccc2)nc1C	-5.9	14.2	-27.9	-5.5	4.0	3.7	-5.2	4.3	4.9
N#Cc1c2n(c3c(=S)nc[nH]c13)CCCCC2	-3.1	-8.0	-24.2	6.8	-0.7	-0.8	-0.8	1.9	-9.4

Screening data: PubChem, several laboratories
